Source: PubChem (several laboratories)
TROY NFkB inh: TROY signaling inhibition. Q293 LMP1-TROYcd NF-kB luciferase reporter, 4 h. inhibition, % at 10 µM. hit rate 0.98% among 360,000. AID 1347056;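 active = compounds whose plate-normalised and pattern-corrected inhibition of the luciferase reporter signal at the single screening dose is 50% or more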
NR2F2 inh: NR2F2 (human) inhibition, primary screen; P24468; HEK293T NGFI-A luciferase reporter, luminescence; inhibition, % at 8.6 µM; hit rate 0.7% among 370,000; AID 686940;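 active = inhibition above a per-plate cutoff, mean inhibition of test wells between control levels plus 3 SD, cut at about 38% in these data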;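 also: cells cotransfected with COUP-TFII expression vector driving the NGFI-A reporter; 0% = median of COUP-TF2 test wells and 100% = reporter-only cells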
SRC1 inh: inhibitors of human steroid receptor coactivator 1 (SRC1); Q15788; HEK293 GAL4-SRC1 luciferase reporter, luminescence; inhibition, % at 3.6 µM; hit rate 0.12% among 360,000; AID 588354;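 active = inhibition above the campaign mean plus 3 SD, with each screening campaign given its own cutoff, cut at about 60% in these data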;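 also: 0% = DMSO treated cells and 100% = gossypol at 36 µM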
Target sequence (Q15788 whole entry, looked up, the tested form may be a part): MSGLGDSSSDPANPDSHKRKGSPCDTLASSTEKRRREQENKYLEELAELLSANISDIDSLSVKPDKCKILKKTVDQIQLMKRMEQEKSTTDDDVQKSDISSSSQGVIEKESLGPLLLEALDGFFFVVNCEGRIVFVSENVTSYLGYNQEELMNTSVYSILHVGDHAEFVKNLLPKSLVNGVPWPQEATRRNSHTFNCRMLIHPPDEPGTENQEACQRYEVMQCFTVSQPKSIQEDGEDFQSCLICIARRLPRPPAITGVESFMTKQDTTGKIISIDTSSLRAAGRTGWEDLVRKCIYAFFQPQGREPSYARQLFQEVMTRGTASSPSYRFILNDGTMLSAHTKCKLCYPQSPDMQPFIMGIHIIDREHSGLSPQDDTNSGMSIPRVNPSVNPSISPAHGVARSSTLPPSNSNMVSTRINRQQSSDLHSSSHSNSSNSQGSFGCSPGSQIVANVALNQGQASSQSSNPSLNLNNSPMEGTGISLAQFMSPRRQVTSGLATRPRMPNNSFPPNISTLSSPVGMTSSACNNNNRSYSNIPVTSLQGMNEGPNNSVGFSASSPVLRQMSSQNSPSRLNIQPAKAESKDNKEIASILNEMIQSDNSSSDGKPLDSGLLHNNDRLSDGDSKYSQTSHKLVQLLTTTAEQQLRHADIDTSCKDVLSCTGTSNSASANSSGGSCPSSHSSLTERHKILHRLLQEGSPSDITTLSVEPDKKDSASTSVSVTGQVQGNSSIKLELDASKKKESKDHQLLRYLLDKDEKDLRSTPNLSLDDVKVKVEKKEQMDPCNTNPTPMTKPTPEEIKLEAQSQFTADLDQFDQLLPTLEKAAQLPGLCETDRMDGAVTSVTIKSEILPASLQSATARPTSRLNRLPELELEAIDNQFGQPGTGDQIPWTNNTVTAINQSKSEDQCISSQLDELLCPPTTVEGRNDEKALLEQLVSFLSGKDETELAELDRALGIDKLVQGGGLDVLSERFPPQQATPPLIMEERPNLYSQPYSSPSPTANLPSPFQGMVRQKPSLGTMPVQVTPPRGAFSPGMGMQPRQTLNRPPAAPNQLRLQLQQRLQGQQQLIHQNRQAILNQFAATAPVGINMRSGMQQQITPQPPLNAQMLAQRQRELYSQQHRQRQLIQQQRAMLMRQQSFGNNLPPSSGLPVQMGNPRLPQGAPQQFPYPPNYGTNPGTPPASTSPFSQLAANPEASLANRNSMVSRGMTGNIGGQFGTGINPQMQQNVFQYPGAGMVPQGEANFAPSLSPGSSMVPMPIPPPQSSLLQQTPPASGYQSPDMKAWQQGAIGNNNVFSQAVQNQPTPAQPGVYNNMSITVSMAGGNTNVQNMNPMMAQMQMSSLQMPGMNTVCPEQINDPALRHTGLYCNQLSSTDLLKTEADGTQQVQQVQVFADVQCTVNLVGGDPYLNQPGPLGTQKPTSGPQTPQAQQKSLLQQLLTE
TWEAK-Fn14 inh: blocks TWEAK-Fn14 interaction in a reporter cell assay. TWEAK-stimulated Fn14 reporter cells, luciferase luminescence, 8 h. inhibition, % at 10 µM. hit rate 2% among 360,000. AID 1159606; in the data active = inhibition above about 50%
SRC2 inh: inhibits human steroid receptor coactivator 2; HEK293 GAL4-SRC2 luciferase reporter, luminescence; inhibition, % at 9 µM; Q15596; hit rate 0.17% among 370,000;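 active = inhibition above the mean inhibition of all tested compounds plus 3 SD, set per campaign, cut at about 52% in these data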;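 also: 0% = DMSO treated cells and 100% = cells given Gossypol at 36 µM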
LRH-1 inv ag: inverse agonists of human LRH-1 (NR5A2) | O00482 | HEK293T StAR-luciferase reporter, LRH-1 transfected, 24 h | inhibition, % at 3.6 µM | hit rate 0.13% among 360,000;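 active = inhibition above the mean inhibition of all tested compounds plus 3 SD, cut at about 73% in these data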;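 also: 0% = DMSO wells and 100% = reporter-only cells lacking LRH-1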
SRC3 inh: human NCOA3 inhibition; HEK293 GAL4-SRC3 luciferase reporter, luminescence; AID 588352; inhibition, % at 3.6 µM; hit rate 0.17% among 360,000;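 active = inhibition above a per-campaign cutoff, the mean of all compounds plus 3 SD, cut at about 60% in these data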;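 also: 0% = DMSO-treated cells and 100% = gossypol-treated cells at 36 µM; higher means less SRC3-driven luciferase light from the GAL4 reporter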
CF NFkB inh: inhibitors of cystic fibrosis induced NF-kB | KKLEB NF-kB-GFP reporter, PAF-induced, GFP fluorescence overnight | inhibition, % at 5 µM | hit rate 0.86% among 360,000;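 active = at least 50% inhibition at 5 µM, scaled per plate between neutral and stimulator controls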;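 also: PAF is a Pseudomonas aeruginosa culture filtrate used as stimulus; plate controls were PAF-stimulated DMSO wells for no effect and unstimulated DMSO wells for full effect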
EBV LMP1 NFkB: Epstein-Barr LMP1 NF-kappaB reporter inhibition. AID 504558. hit rate 0.69% among 350,000. LMP1-induced NF-kappaB luciferase reporter cells, luminescence. inhibition, % at 12.5 µM; in the data active = inhibition above about 41%;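 also: 0% = neutral control wells and 100% = reference inhibitor control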
TRAIL sens C8: sensitizes caspase-8 expressing cells to TRAIL | AID 624354 | inhibition (viability loss, TRAIL sensitization), % at 10 µM | NB7+C8 cells + TRAIL, ATPlite viability luminescence | hit rate 1% among 360,000;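 active = compounds causing at least 50% loss of cell viability in the single-dose screen, relative to plate controls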
KKLEB tox: CF airway cell cytotoxicity counter-screen. KKLEB CF airway cells viability, ATPlite luminescence, overnight; active compounds read low; cells stimulated with P. aeruginosa culture filtrate. activity change (cytotoxicity), % at 5 µM. hit rate 0.36% among 360,000. AID 602141;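 active = corrected activity change at or below -50% at 5 µM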
Numbers without * were called inactive; nt = not tested or not shown.

Values in the order: TROY NFkB inh	NR2F2 inh	SRC1 inh	TWEAK-Fn14 inh	SRC2 inh	LRH-1 inv ag	SRC3 inh	CF NFkB inh	EBV LMP1 NFkB	TRAIL sens C8	KKLEB tox
Cn1nnnc1SCC(=O)N1CCN(c2ccccc2)CC1
 : 13	6	-17	0	24	-2	-19	23	2	-3	-10
CCOc1ccc2oc(=O)cc(CN3CCOCC3)c2c1
 : -2	-6	-9	-12	-29	10	-12	19	-1	3	4
N#C/C(=C(/O)c1ccc([N+](=O)[O-])cc1)c1nnc2n1CCCCC2
 : 23	-3	-11	-11	15	7	21	-6	-4	12	26
N#Cc1c(NC(=O)CSc2nc3ccccc3c(=O)n2Cc2ccco2)sc2c1CCCC2
 : 0	-3	-7	-7	7	28	3	47	4	26	-45
CC(C)C[C@H]1CNC(=S)N1C[C@H]1CCCN1C[C@H](CC(C)C)N1C[C@H](CC(C)C)N(CCc2ccccc2)C1=S
 : 24	-8	26	19	-15	11	27	43	nt	7	-23
CC(Oc1ccccc1)C(=O)NC1CCCCCCC1 (centres undefined)
 : -11	-8	1	5	-6	-16	-11	14	4	-13	5
CC(C)(C)OC(=O)N1Cc2[nH]c3ccccc3c2C[C@@H]1C(=O)O
 : -10	-9	-4	10	-2	6	9	-14	-1	-1	14
Cc1ccc(NC(=O)CC2S/C(=N/c3nccs3)N(C)C2=O)c(C)c1 (centres undefined)
 : 16	-6	4	-5	-13	-10	7	9	-3	-1	0
CCCc1ccc2oc(C(=O)N(C)Cc3ccn[nH]3)c(C)c2c1
 : -35	-29	-92	-32	-24	-79	-90	4	-15	9	-13
CC1CC(C(=O)Nc2ccccc2)C(=O)O1 (centres undefined)
 : -10	13	17	-1	14	5	3	-6	1	-12	-1
N/C(=N\OC(=O)Cc1ccc([N+](=O)[O-])cc1)c1ccc([N+](=O)[O-])cc1
 : -3	-21	-6	-20	-11	31	-28	-8	9	2	-12
COc1nc(N(CC(N)=O)S(=O)(=O)c2ccccc2)nc(C)c1Cl
 : -18	6	3	6	8	10	7	4	-3	0	2
CCCn1c2ccc(C)cc2c2nnc(SCCN3CCCCC3)nc21
 : -15	5	-17	5	-33	6	-8	-57	-15	9	0
COc1cc(C)c(CN2CCCCC2CO)cc1C (centres undefined)
 : -3	-2	-1	9	11	9	6	-4	-11	-8	12
Cc1ccc(/C=N\NC(=O)CNC(=O)C23CC4CC(CC(C4)C2)C3)o1
 : -26	0	-9	-11	18	-11	7	-24	7	2	18
CN(C)CCNc1oc(-c2cccc(Cl)c2)nc1C#N
 : -11	-14	-21	-10	-8	-5	-3	-13	-8	0	-1
O=C1CSC(c2nn(-c3ccccc3)cc2-c2cc3ccccc3oc2=O)N1Cc1ccco1 (centres undefined)
 : -6	-27	12	-32	-5	16	-3	1	-1	10	2
Cc1cc(C)c(NC(=O)c2ccc(CNS(=O)(=O)c3cc(C(F)(F)F)ccc3Cl)cc2)c(C)c1
 : 7	13	11	20	-10	-4	26	-15	4	9	0
CC(=O)NC(NC(=S)Nc1ccc(N=Nc2ccccc2C)cc1C)C(Cl)(Cl)Cl (centres undefined)
 : -34	-2	-14	11	-31	-19	8	-7	-3	-2	11
CCOC(=O)N1CCC(N2C(=O)c3ccccc3C2=O)CC1
 : -8	-4	1	-21	5	-2	1	5	-3	11	6
O=C(CCSc1ccc(Cl)cc1)NC12CC3CC(CC(C3)C1)C2
 : -48	2	-25	0	-43	-3	-24	-1	-16	11	-22
O=C1C(=O)N(Cc2cccnc2)C(c2cccc(O)c2)/C1=C(\O)c1ccc2c(c1)OCCO2 (centres undefined)
 : -14	-8	-26	11	-2	12	6	20	-5	2	-6
CC(CC(=O)O)CC(=O)Nc1cc([N+](=O)[O-])ccc1O (centres undefined)
 : -1	-7	-2	1	-5	-26	-8	-4	5	7	-2
COc1ccccc1N1CCN(CCCN2C(=O)C3CCCN3C2=O)CC1 (centres undefined)
 : 6	-1	-26	-1	5	8	9	-20	0	-1	18
COC(=O)c1ccc(CSc2nnc(-c3ccncc3)n2Cc2ccccc2)o1
 : -10	1	-7	-4	8	-14	-6	-3	-1	0	0
O=c1ccc2cc(S(=O)(=O)Nc3ccc(Br)cc3)ccc2o1
 : -11	1	16	5	-16	6	1	-4	2	13	4
CCOC(=O)COc1cc(Br)c(/C=N/Nc2ccccc2)cc1OC
 : -3	-2	4	20	3	-6	-3	-7	-14	8	17
CCN1CCc2nc(NC(=O)C(c3ccccc3)c3ccccc3)sc2C1
 : -10	12	11	7	3	9	-3	8	4	7	9
COc1ccc(/C=C/c2cccc[n+]2C)c(O)c1
 : -16	-1	-20	-3	7	-2	-8	2	0	14	3
CCN=C1SC(C(=O)Nc2ccc(OC)cc2)CC(=O)N1CC (centres undefined)
 : -1	-17	-15	-15	-36	1	-2	-6	-4	-7	-2
O=C(Cc1ccc([N+](=O)[O-])cc1)Nc1cccc(C(=O)N2CCOCC2)c1
 : -10	5	-6	-5	-1	-2	3	-12	-2	4	-2
CCOP(=O)(c1ccc(N(C)C)cc1)C(O)c1cc(OC)c(OC)c(OC)c1 (centres undefined)
 : 4	9	-5	4	-23	11	1	-14	0	0	8
COCCN1CCN(C(=O)C2CCC(=O)N(CCc3ccc(Cl)cc3)C2)CC1 (centres undefined)
 : -9	-12	-3	-2	8	6	-6	-16	-6	12	2
O=C(c1ccc2c(c1)OCO2)N1CCN=C1SCc1ccccc1
 : -21	8	-10	-6	-19	3	-18	20	5	0	-7
COc1ccc(CNC(=O)Cn2nc([N+](=O)[O-])c(Br)c2C)cc1
 : -3	6	-12	1	5	-11	-22	-15	6	-8	4
O=C(NCc1cccc(F)c1)c1ccc2nc(N3CCOCC3)sc2c1
 : -4	6	-12	-1	2	-20	-9	-13	-4	-13	-3
CN(CCC#N)C(=O)CC1(Cc2ccccc2)CCOC(C)(C)C1 (centres undefined)
 : -13	3	-7	1	-19	-2	-1	-2	1	-3	-1
COc1ccc(N=Cc2nc(-c3ccccc3)oc2OC(=O)c2ccccc2)cc1
 : -59	-42	-85	-19	-61	-168	-78	11	-2	39	-3
CCCN(CC(=O)Nc1ccccc1OC)C(=O)c1cc(S(=O)(=O)NCc2ccccc2)ccc1C
 : -7	-2	-1	0	-11	18	-1	13	-1	-6	-7
O=C(N/N=C/c1ccccc1OC(F)F)c1cc(-c2ccncc2)nc2ccccc12
 : 13	-6	10	37	8	6	-9	34	-13	-10	-20
CCCN1CCc2c(sc3nc(SCC)n(-c4ccccc4)c(=O)c23)C1
 : 24	nt	-6	-42	nt	13	-7	23	-7	-9	-12
COc1ccc(CCNC(=O)C(=O)N/N=C/c2cccs2)cc1OC
 : 2	8	-8	4	3	3	-19	-2	2	-4	-1
Nc1nc(SCC(=O)Nc2ccc(OCc3ccccc3)cc2)n[nH]1
 : -51	1	-49	-19	-7	-20	-22	-4	-15	5	1
CCCC(=O)NC(c1ccc(C)cc1)c1ccc2cccnc2c1O (centres undefined)
 : 19	nt	65*	-5	nt	85*	68*	-3	62*	8	7
O=C(CSc1n[nH]c(-c2ccccc2O)n1)N1CCCc2ccccc21
 : 6	19	7	25	-8	1	-11	2	2	2	-4
COc1cccc(CNCCN2CCOCC2)c1OC
 : -4	-2	-37	-23	-27	12	3	2	-3	0	-22
Cc1ccc2cc(C)c(N3CCC(C)CC3)nc2c1
 : 8	-6	4	-23	-5	3	-1	6	2	-2	-15
O=C(O)CC(CC(=O)Nc1ccccc1C(=O)O)c1ccccc1 (centres undefined)
 : -27	18	-13	13	0	-8	9	7	0	-9	-2
CCOC(=O)c1[nH]c2ccccc2c1NC(=O)NC1CCCCC1
 : -13	10	-8	1	1	-4	6	5	-3	-7	-10
Cn1c(=O)c2ncn(CC(=O)Nc3cc(C(F)(F)F)ccc3N3CCOCC3)c2n(C)c1=O
 : 14	6	0	-2	5	2	3	8	0	-3	-5
O=C(CCC(=O)N1CCN(S(=O)(=O)c2ccccc2)CC1)c1cccs1
 : -7	6	3	16	-62	-19	-21	6	1	-4	14
CCN1CCN(C(=O)CN2C(=O)COc3ccc(S(=O)(=O)N4CCOCC4)cc32)CC1
 : 5	13	17	-14	1	1	-8	0	14	1	-23
CC(C)CN(C(=O)CC1CCCC1)c1c(N)n(Cc2ccccc2)c(=O)[nH]c1=O
 : -4	16	-4	2	-8	2	-4	8	6	6	-16
CCCCN1C(=O)NC(NC(=O)c2ccco2)(C(F)(F)F)C1=O (centres undefined)
 : -4	6	13	1	15	15	-2	10	-17	-14	3
CCCCSc1n[nH]c(=S)c2nc[nH]c12
 : -23	12	4	-2	-53	6	-3	16	5	-34	3
O=C(NC1CCCCC1NC(=O)c1ccco1)c1ccco1 (centres undefined)
 : 17	8	-1	-5	-10	-2	6	10	-6	-8	-3
CC(C)NC(=S)N/N=C1\CCCCc2ccccc21
 : 11	11	10	11	-2	22	7	2	2	-5	8
CC[C@@H](C)[C@@H](C(=O)N1CCN(C(=O)OC(C)(C)C)CC1)n1cc(CCCN=C(NC(=O)OC(C)(C)C)NC(=O)OC(C)(C)C)nn1
 : 10	-5	-6	7	-7	12	-4	-8	-6	2	-3
O=c1[nH]c(CSc2ncnc3sccc23)nc2ccccc12
 : -6	-32	-31	-20	-18	-11	-12	12	-1	-18	-9
CCCCN(CCCC)S(=O)(=O)c1ccc2[nH]c(=O)[nH]c2c1
 : 6	15	-2	9	-47	1	8	9	-6	0	-5

The list continues:
Values in the order: TROY NFkB inh	NR2F2 inh	SRC1 inh	TWEAK-Fn14 inh	SRC2 inh	LRH-1 inv ag	SRC3 inh	CF NFkB inh	EBV LMP1 NFkB	TRAIL sens C8	KKLEB tox
COc1ccc(S(N)(=O)=O)cc1C(=O)NNC(=O)CN(C)S(=O)(=O)c1ccc(Cl)cc1
 : 4	-1	0	8	1	-11	10	10	-3	-20	6
CCOC(=O)c1[nH]ncc1CN1CCCC(C(=O)c2ccc(OC)cc2C)C1 (centres undefined)
 : -6	8	2	-22	6	-6	9	3	7	-1	-3
CCN1CCN(S(=O)(=O)c2ccc(Cl)c(C(=O)N(C)Cc3cccc(Cl)c3Cl)c2)CC1
 : 1	17	-4	8	-7	14	0	11	5	5	2
COc1cc(C(=O)O)c2ccccc2n1
 : 7	-1	2	-22	-5	4	7	-17	-9	0	-8
CCOC(=O)c1cn(CC#N)c2cc(F)c(F)cc2c1=O
 : -5	6	-1	-11	-4	2	1	-8	2	-8	10
CC1(C)OC(=O)N(CC(=O)Nc2ccccc2)C1(C)O (centres undefined)
 : -7	-1	5	15	-10	-1	5	3	-9	3	11
O=C(Nc1csc(Cl)c1)c1ccccc1
 : -39	-26	-40	-13	-45	-43	-14	8	-8	-10	5
Cc1ccc(C(=O)NC(=S)Nc2cc(C(F)(F)F)ccc2Cl)cc1
 : -1	4	-8	-18	-5	-10	8	5	-28	-11	-11
Cc1ccc(SC[C@H](Cc2ccccc2)N2CC[C@@H](C)CCC2=O)cc1
 : -4	4	-3	-13	0	4	14	3	9	7	0
